KCNQ1 pot: potentiators or activators of KCNQ1 channel, primary screen, cell-based, thallium flux, high-throughput. Potassium voltage-gated channel subfamily KQT member 1 (Homo sapiens), P51787. CHO-K1 KCNQ1, thallium flux FluxOR fluorescence; active compounds read high. B-score at 10 µM. actives 0.35% (n = 310,000). AID 2648, 2010;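 active = fluorescence ratio B-score, a plate-corrected score, at least three library SD, with initial intensity B-score within 5 SD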
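assay system = CHO-K1 cells stably expressing KCNQ1 | medium = assay buffer, equal DMSO in all wells | timing = 37 °C overnight plating, 90-min dark dye load, 20-min compound pretreatment | measured by = kinetic FluxOR thallium fluorescence, 10-s 1-Hz baseline, 110-s post-stimulus read | measure = fluorescence change relative to baseline, converted to B score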
RGS4 act: RGS4 potentiators or activators, primary screen, cell-based, HEK293 M3R inducible RGS4, calcium flux; B-score at 10 µM; actives 0.92% (n = 310,000); carbachol calcium flux Fluo4; active compounds read low;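 active = B-score of the integrated calcium signal more than 4 SD below the library mean, with starting fluorescence not abnormally high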;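 note: negative B-score means reduced calcium response which marks RGS4 activation or potentiation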
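Reagent: ECmax carbachol challenge; Test system: M3R-expressing HEK293 line, RGS4 induced by doxycycline; Schedule: overnight RGS4 induction, 30 min dye load 37 °C, 20 min compound RT; Detection: calcium dye Fluo4 fluorescence; Read-out: Agonist-evoked peak-minus-minimum fluorescence over baseline, integrated ratio, B score.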
KCNQ1 block: inhibitors of human KCNQ1 channel, primary screen, cell-based, thallium flux, high-throughput; actives 1.3% (n = 310,000); CHO-K1 KCNQ1, FluxOR thallium flux fluorescence; active compounds read high; B-score at 10 µM; Potassium voltage-gated channel subfamily KQT member 1 (Homo sapiens), P51787;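 active = compounds whose thallium flux B-score, printed positive for inhibition, exceeds three library SD while starting fluorescence stays within three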;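 note: channel opened by potassium depolarization with thallium stimulus after 20 min compound exposure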
KCNK9 inh: KCNK9 potassium channel inhibitors, primary screen, HEK293 cells, thallium flux; FluxOR thallium flux fluorescence; active compounds read low; AID 488922, 2010; B-score at 10 µM; actives 1.2% (n = 310,000); Potassium channel subfamily K member 9 (Homo sapiens), Q9NPC2;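 active = ratio B-score over 3 SD below the library mean, with starting fluorescence within 5 SD of its mean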;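 note: negative B-score means less thallium flux so channel inhibition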
Target sequence (Q9NPC2 whole entry, looked up): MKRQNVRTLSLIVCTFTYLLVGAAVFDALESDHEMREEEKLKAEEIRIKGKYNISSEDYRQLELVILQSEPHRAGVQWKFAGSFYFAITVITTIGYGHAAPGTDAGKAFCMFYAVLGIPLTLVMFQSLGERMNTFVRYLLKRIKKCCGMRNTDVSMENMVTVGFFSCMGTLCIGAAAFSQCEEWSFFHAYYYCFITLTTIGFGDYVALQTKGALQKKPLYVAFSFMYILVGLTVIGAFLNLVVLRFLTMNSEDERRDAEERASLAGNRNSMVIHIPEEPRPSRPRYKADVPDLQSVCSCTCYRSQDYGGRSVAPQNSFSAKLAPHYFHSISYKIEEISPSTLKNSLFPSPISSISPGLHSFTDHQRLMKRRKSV
KCNK3 inh: human KCNK3 channel inhibitors, primary screen, CHO cells, FluxOR thallium flux, B-score. Potassium channel subfamily K member 3 (Homo sapiens), O14649. FluxOR fluorescence; active compounds read low. B-score at 10 µM. actives 0.84% (n = 340,000). AID 602410, 2012;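 active = B-score under library mean minus 4 SD, starting fluorescence ratio at most library mean plus 5 SD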;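 note: more negative B-score means stronger inhibition of thallium flux through KCNK3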
GSK3 alpha inh: blockers of GSK3A enzyme activity – biochemical, luminescence, cell-free homogeneous, HTS, primary screen | inhibition, % at 10 µM | actives 0.1% (n = 320,000) | Glycogen synthase kinase-3 alpha (Homo sapiens), P49840 | GSK-3 alpha kinase, ADP-Glo luminescence, 60 min | AID 2650, 2010;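 in the data active = inhibition above about 50%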;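 note: GST-tagged GSK-3 alpha with peptide substrate and 25 µM ATP; 0% = DMSO neutral wells and 100% = GW8510 positive control wells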
GSK3beta inhib: human GSK3beta kinase inhibitors, primary screen, biochemical, cell-free homogeneous, HTS. Glycogen synthase kinase-3 beta (Homo sapiens), P49841. actives 0.038% (n = 300,000). AID 2097, 2009. activity score (negative = inhibition), % at 10 µM. GST-GSK3beta kinase, ADP-Glo luminescence, 60 min; active compounds read low;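 active = more than half of replicate wells score below -50%, meaning over 50% inhibition versus plate controls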;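 note: 0% = median DMSO wells and -100% = median GW8510 positive control wells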
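Assay system: GST-fused GSK3beta enzyme, cell-free / Medium: Tris pH 7.5 buffer with MgCl2, DTT, BSA, heparin / Also added: peptide substrate plus 25 µM ATP (final) / Compound: 10 µM single point / Timing: kinase reaction with compound 60 min at room temperature / Detection: ADP-Glo luminescence / Benchmarks: DMSO neutral wells and GW8510 at 20 µM as positive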
hERG rescue: hERG rescue from dofetilide block, primary screen, cell-based, CHO-hERG, FluxOR thallium flux, dofetilide IC70. actives 0.51% (n = 310,000). dofetilide IC70 present. AID 1511, 2009. activation (rescue from dofetilide block), less the hit threshold, % at 10 µM. Voltage-gated inwardly rectifying potassium channel KCNH2 (Homo sapiens), Q12809;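 active = activation above the mean of controls blocked by dofetilide plus 5 SD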;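 note: thallium influx through hERG after potassium depolarization seen as dye fluorescence rise; in these data hits start at about 4.7%; inactives centre near -7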
DYRK1A inh: rat Dyrk1A kinase inhibitors, primary screen, biochemical, single point, plate reader; Dual specificity tyrosine-phosphorylation-regulated kinase 1A (Rattus norvegicus), Q63470; ADP-Glo luminescence, NFATc1 peptide; inhibition, % at 12.5 µM; actives 0.43% (n = 310,000); AID 504441, 2011; in the data active = inhibition above about 50%;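 note: plate controls were vehicle with enzyme for no effect and no enzyme for full effect; many of its hits are not listed in these tables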
HDAC3 inhib: HDAC3 deacetylase inhibitors, primary screen, biochemical, fluorescence, cell-free homogeneous; recombinant HDAC3, fluorogenic peptide/trypsin coupled; inhibition, % at 8.3 µM; actives 0.15% (n = 320,000); in the data active = inhibition above about 26%, passing the limit was not always enough
Target sequence (O15379 whole entry, looked up): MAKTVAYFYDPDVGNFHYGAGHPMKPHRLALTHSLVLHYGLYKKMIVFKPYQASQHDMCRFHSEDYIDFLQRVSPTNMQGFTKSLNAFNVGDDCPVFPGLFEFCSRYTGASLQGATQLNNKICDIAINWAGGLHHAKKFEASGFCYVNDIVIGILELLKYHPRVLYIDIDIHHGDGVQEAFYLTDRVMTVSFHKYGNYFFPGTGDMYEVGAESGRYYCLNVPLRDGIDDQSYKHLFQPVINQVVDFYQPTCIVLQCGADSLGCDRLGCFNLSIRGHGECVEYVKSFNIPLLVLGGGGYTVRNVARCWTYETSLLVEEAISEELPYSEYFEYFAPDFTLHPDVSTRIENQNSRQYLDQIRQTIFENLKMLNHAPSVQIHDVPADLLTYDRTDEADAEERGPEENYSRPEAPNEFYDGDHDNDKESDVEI
PolyA inh: polyadenylation inhibitors in yeast reporter cells, primary screen, luminescence, S. cerevisiae | calls only at 12 µM | actives 0.02% (n = 300,000) | S. cerevisiae SKY197-pL101 polyadenylation reporter, beta-gal luminescence; efflux-impaired pdr1/pdr3 knockout yeast; score 100 = 6 SD above DMSO;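 active = lowest replicate activity score at least 50, where 100 means six control SD above control mean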;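 note: yeast exposed to compound for 9 h at 30 °C; higher score means more reporter readthrough which indicates perturbed polyadenylation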
* marks the source's active call; other numbers are inactive results; i = inactive; / = no result given. Some of the compounds tested; count on the stated rates, not on these rows.

canonical_smiles,KCNQ1 pot,RGS4 act,KCNQ1 block,KCNK9 inh,KCNK3 inh,GSK3 alpha inh,GSK3beta inhib,hERG rescue,DYRK1A inh,HDAC3 inhib,PolyA inh
CS(=O)(=O)c1ccccc1C(=O)Nc1cc(Cl)ccc1-n1cncn1,i,i,i,i,i,-2.0,0.3,-9.1,-1.7,-5.4,i
Cc1ccc([N+](=O)[O-])cc1S(=O)(=O)N1CCCN(C)CC1,i,i,i,i,i,-1.5,-1.0,-6.6,1.9,9.7,i
Cc1n[nH]c(=S)n1Cc1ccccc1,i,i,i,i,i,-2.1,1.0,-6.2,1.9,-4.2,i
O=C(CN1C(=O)c2ccccc2C1=O)Nc1cccc(Cl)c1,i,i,i,i,i,-0.5,-1.1,-10.2,3.2,-0.6,i
O=C1c2cnc3nc(SCc4cccc(Cl)c4)nn3c2CC2c3ccccc3CCN12 (centres undefined),i,i,i,i,i,0.9,-4.5,-16.0,1.6,-0.1,/
S=C1NC[C@H](Cc2ccccc2)N1CCc1cccc2ccccc12,i,i,i,i,i,0.0,-2.7,-7.0,9.3,1.7,i
O=[N+]([O-])c1ccc(S(=O)(=O)Nc2nnc(C3CCCCC3)s2)cc1,i,i,i,i,i,-6.4,4.5,-5.2,-5.4,7.4,/
O=C1c2ccccc2C(=O)C1c1ccc2ccccc2n1,i,i,i,i,i,1.6,-0.3,-7.9,19.5,-4.7,i
Cc1nc(NS(=O)(=O)c2ccccc2)sc1C(=O)NNS(=O)(=O)c1ccccc1,i,i,i,i,i,0.8,5.3,0.8,-0.6,-6.9,i
CCN(c1ccccc1)S(=O)(=O)c1ccc(Cl)c(NC(=O)COC(=O)c2cccc(OC)c2O)c1,i,i,i,i,i,-1.3,-1.6,-1.8,2.2,7.7,i

Brought forward from above: three compounds, followed by the next part.
canonical_smiles,KCNQ1 pot,RGS4 act,KCNQ1 block,KCNK9 inh,KCNK3 inh,GSK3 alpha inh,GSK3beta inhib,hERG rescue,DYRK1A inh,HDAC3 inhib,PolyA inh
O=C1c2ccccc2C(=O)C1c1ccc2ccccc2n1,i,i,i,i,i,1.6,-0.3,-7.9,19.5,-4.7,i
Cc1nc(NS(=O)(=O)c2ccccc2)sc1C(=O)NNS(=O)(=O)c1ccccc1,i,i,i,i,i,0.8,5.3,0.8,-0.6,-6.9,i
CCN(c1ccccc1)S(=O)(=O)c1ccc(Cl)c(NC(=O)COC(=O)c2cccc(OC)c2O)c1,i,i,i,i,i,-1.3,-1.6,-1.8,2.2,7.7,i
S=C(NCc1ccc2c(c1)OCO2)NCc1ccc2c(c1)OCO2,i,i,i,i,i,23.4,-43.3,-7.5,-3.6,7.0,i
O=C(CCCCCn1c(=O)[nH]c2ccsc2c1=O)N1CCCCC1,i,i,i,i,i,0.9,-5.0,1.3,-4.6,5.5,/
CS(=O)(=O)N1CCC(Oc2ccccc2C(=O)NC(C2CC2)C2CC2)CC1,i,i,i,i,i,0.8,-2.8,-17.4,-1.4,-9.6,i
COc1ccc(N(C(C)C(=O)N/N=C/c2cc(Br)c(C)o2)S(C)(=O)=O)cc1 (centres undefined),i,i,i,i,i,-0.6,1.1,-6.1,3.0,1.2,i
O=C(Nc1cc(S(=O)(=O)N2CCOCC2)ccc1N1CCOCC1)c1cc2c(s1)CCC2,i,i,i,i,i,-0.3,1.2,-13.6,0.8,3.5,i
CCCn1nnnc1NCc1ccccc1F,i,i,i,i,i,-3.2,1.1,-7.8,-6.5,-5.6,i
O=C(Cn1c2ccccc2c2nc3n(c(=O)c21)CCS3)Nc1ccccc1,i,i,i,i,i,-0.3,1.2,-4.9,-2.5,-8.2,i
O=C(CN1CCCCCC1)N/N=C/c1ccc(Cl)c(Cl)c1,i,i,i,i,i,-1.2,-1.8,-14.6,-0.4,0.7,i
CCn1ncc(NC(=O)Nc2cccc(C(F)(F)F)c2)c1C(N)=O,i,i,i,i,i,-1.9,-1.0,-12.6,2.1,4.3,/
CCn1c(O)c(/C=C2\C=NN=C2c2ccc(C)cc2)sc1=S,i,i,i,i,i,-1.5,-2.6,-9.5,-1.7,-4.2,i
COc1cc(S(=O)(=O)Nc2cccc(C)c2)ccc1NC(=O)c1ccncc1,i,i,i,i,i,-1.2,-3.1,-7.8,-1.0,6.3,i
N#Cc1c(N2CCCC2)nsc1-c1ccccc1,i,i,i,i,i,-1.6,6.8,-6.6,3.3,-1.3,i
CCN(CC)CCNC(=O)CCc1c(C)nc2c(c(C)nn2-c2ccc(C)cc2)c1C,i,i,i,i,i,0.6,-3.1,-10.3,2.8,-37.2,i
CCOC(=O)c1sc(NC(=O)C2CCC2)cc1C,i,i,i,i,i,/,-5.8,-8.9,-1.7,10.0,i
CN1CCN(C(=O)/C(=C/c2cn(C)c3ccccc23)NC(=O)c2ccccc2)CC1,i,i,i,i,i,-2.1,4.0,-4.6,-2.4,5.9,i
CCn1cc(C(=O)N2CCCC(CO)(Cc3ccccc3C)C2)cn1 (centres undefined),i,i,i,i,i,-2.8,0.6,-12.3,-7.1,-3.1,i
COc1ccc(-c2cc3ccc(OCC(C)=O)cc3oc2=O)cc1,i,i,i,i,i,0.8,0.8,-6.0,-5.7,-2.7,i
O=S(=O)(c1ccc(Cl)nc1)N1CCN(Cc2ccc3c(c2)OCO3)CC1,i,i,i,i,i,26.5,0.6,-8.2,-3.6,-0.9,i
CCOC(=O)c1sc(N)c(C#N)c1CSc1nnc(C2CC2)n1N,i,i,i,i,i,2.6,3.2,-4.3,-0.8,4.3,i
O=C(ON=C1CCN(S(=O)(=O)c2ccccc2)CC1)c1cccc(Cl)c1,i,i,i,i,i,-1.8,-0.2,-5.9,6.0,10.5,i
Cc1cc(=O)oc2cc(OCC(=O)N3CCN(c4ccc(F)cc4)CC3)c(Cl)cc12,i,i,i,i,i,-1.8,0.6,-4.5,-4.0,0.1,i
O=C(CCC1CCCC1)Nc1ccc(OCC(=O)N2CCOCC2)cc1,i,i,i,i,i,-0.7,1.0,-9.2,-6.7,2.2,i
O=[N+]([O-])c1ccccc1/C=N/N1CCN(Cc2ccccc2)CC1,i,i,i,i,i,-1.5,-0.9,-10.1,2.0,-2.6,i
CCOC(=O)Cn1c(-c2ccccn2)nc2ccccc21,i,i,i,i,i,-3.5,-17.5,-7.8,7.2,-19.5,i
Fc1ccc(-c2csc(-c3ccc(C4SCCS4)cc3)n2)cc1F,i,i,i,i,i,-1.0,-0.9,-0.5,10.6,-7.4,i
COc1ccc2cc(C(N)=O)c(=Nc3ccc(C)cc3)oc2c1,i,i,i,i,i,-0.4,5.9,-18.5,30.8,-2.3,i
COc1ccc(-c2csc(NC(=O)c3cc(C)on3)c2C#N)cc1OC,i,i,i,i,i,-2.9,-1.4,-7.3,6.2,7.1,i
O=C(Nc1ccccc1)NC1(C(=O)N2CCN(C(=O)c3ccco3)CC2)CCCCC1,i,i,i,i,i,0.0,-0.4,-7.3,8.8,1.7,i
O=C(c1cc(-c2ccccc2)on1)N1CCN(c2ccccc2)CC1,i,i,i,i,i,4.6,-0.7,-3.2,-5.3,-2.3,i
OCc1ccccc1N=Cc1cccnc1,i,i,i,i,i,-2.6,2.0,-5.8,-2.1,11.3,i
COc1ccc(C2CC(=O)c3c(O)cc(O)cc3O2)c(CC=C(C)C)c1OC (centres undefined),i,i,i,i,i,4.2,-4.5,-31.0,-2.8,7.2,i
O=C1NC(=Nc2ccccc2)/C(=C/c2ccco2)S1,i,i,i,i,i,10.7,-1.9,-1.8,1.5,-2.9,i
CCOC(=O)C1CCCN(S(=O)(=O)c2cc(Br)cc3c2N(C(C)=O)CC3)C1 (centres undefined),i,i,i,i,i,-0.5,-3.9,-13.0,4.4,-2.7,i
CCNC(=S)N1CCN(CCN=CC2=C(O)CC(C)(C)CC2=O)CC1,i,i,i,i,i,-0.9,1.0,-1.0,17.7,/,i
Oc1ccc(N2CCN(c3nnnn3-c3ccccc3)CC2)cc1,i,i,i,i,i,0.2,-1.9,-11.7,-0.3,4.2,i
Cc1cc(C(=O)Nc2ccc(Cl)cc2)on1,i,i,i,i,i,3.6,0.4,-3.9,-2.2,2.1,i
Cc1cccc(-c2c3c(=O)n(C)c(=O)n(C)c3cn2CC2CCCO2)c1 (centres undefined),i,i,i,i,i,-3.3,2.4,-2.4,-1.6,3.5,i
O=C(O)CNS(=O)(=O)c1ccc2[nH]c(=O)c(=O)[nH]c2c1,i,i,i,i,i,-10.0,2.3,-7.8,9.2,1.8,i
CNC(=O)C1CC(=O)N(c2ccc(OCC(=O)NCc3ccccc3)cc2)C1 (centres undefined),i,i,i,i,i,0.3,1.9,-2.7,-5.7,2.2,i
O=C1NN(c2ccccc2)C(=O)/C1=C\c1coc2ccc(O)cc2c1=O,i,i,i,i,i,4.7,0.5,-17.8,9.6,0.1,i
COc1cccc(-n2cnc3sc(-c4ccccc4)cc3c2=O)c1,i,i,i,i,i,0.8,0.7,-15.9,-8.1,-5.5,i

From PubChem BioAssay
